RMI FANCM FP: blocks RMI1/RMI2 complex binding to FANCM MM2 peptide. AID 1159607. hit rate 0.58% among 70,000. Fluorescence polarization, RMI core complex with F-MM2 peptide; hits give low values. FP signal (polarization) at 33 µM; in the data active = FP signal below about 40; also: inactives centre near 61; strong numbers were not always called active; unit not given here
* marks the source's active call; other numbers are inactive results; & = joins results of further samples.

RMI FANCM FP	Compound
53	CN(C)S(=O)(=O)c1ccc(C(=O)N(C(=O)N2CCCCC2)c2ccccc2)cc1
54	C=CCc1cccc(/C=N\NC(N)=S)c1O
61	O=C1Nc2ccccc2Oc2ccc(NC(=O)c3c(F)cccc3Cl)cc21
54	CSc1cc(-c2ccco2)[nH]c(=O)c1C#N
75	COc1ccc(-c2cc(OCC(=O)Nc3ccccc3F)c3ccccc3n2)cc1
63	Cc1cc(NC(=O)c2ccc([N+](=O)[O-])o2)n(-c2nc3c(F)cccc3s2)n1
43	O=c1onc2cnc3ccccc3n12
65	CSc1cccc2sc(NC(=O)CSC(C)=O)nc12
57&54	CSc1nnc(C)c(=O)[nH]1
89	Cc1csc(NC(=O)CSc2ccc(NC(=O)c3cccc(F)c3)nn2)n1
65	COc1ccc(-c2csc3nc(SC(F)F)n(-c4ccccc4)c(=O)c23)cc1OC
59	CCOC(=O)COc1cccc2c(=O)n(CC(=O)Nc3ccc4c(c3)OCO4)ccc12
112	CCOc1ccc(-c2cc3c(=O)n(CC(=O)Nc4ccc(F)cc4F)ncn3n2)cc1
58	O=C1N(Cc2cccnc2)c2ccccc2S(=O)(=O)N1c1cc(F)ccc1F
56	COC(=O)/C=C1\SC(Cc2ccc(Cl)cc2)=NC1=O
69	CN1C(=O)c2cccc(NC(=O)c3nc4ccccc4s3)c2C1=O
55	O=c1nc2sccn2c2ncccc12
57	CCc1ccc(C(=O)c2cn(CC(=O)Nc3ccc4c(c3)OCCO4)c3ccc(CC)cc3c2=O)cc1
67	CCS(=O)(=O)c1ccc(C(=O)N2CCNC(=O)C2C)cc1 (stereo not given)
96	CN1CCOc2cc(/C=C3\C(=O)Nc4ccccc43)ccc21

Exported with tabs: 19 of the compounds above
Molecule	RMI FANCM FP
CN(C)S(=O)(=O)c1ccc(C(=O)N(C(=O)N2CCCCC2)c2ccccc2)cc1	53
C=CCc1cccc(/C=N\NC(N)=S)c1O	54
O=C1Nc2ccccc2Oc2ccc(NC(=O)c3c(F)cccc3Cl)cc21	61
CSc1cc(-c2ccco2)[nH]c(=O)c1C#N	54
COc1ccc(-c2cc(OCC(=O)Nc3ccccc3F)c3ccccc3n2)cc1	75
Cc1cc(NC(=O)c2ccc([N+](=O)[O-])o2)n(-c2nc3c(F)cccc3s2)n1	63
O=c1onc2cnc3ccccc3n12	43
CSc1cccc2sc(NC(=O)CSC(C)=O)nc12	65
CSc1nnc(C)c(=O)[nH]1	57&54
Cc1csc(NC(=O)CSc2ccc(NC(=O)c3cccc(F)c3)nn2)n1	89
COc1ccc(-c2csc3nc(SC(F)F)n(-c4ccccc4)c(=O)c23)cc1OC	65
CCOC(=O)COc1cccc2c(=O)n(CC(=O)Nc3ccc4c(c3)OCO4)ccc12	59
CCOc1ccc(-c2cc3c(=O)n(CC(=O)Nc4ccc(F)cc4F)ncn3n2)cc1	112
O=C1N(Cc2cccnc2)c2ccccc2S(=O)(=O)N1c1cc(F)ccc1F	58
COC(=O)/C=C1\SC(Cc2ccc(Cl)cc2)=NC1=O	56
CN1C(=O)c2cccc(NC(=O)c3nc4ccccc4s3)c2C1=O	69
O=c1nc2sccn2c2ncccc12	55
CCc1ccc(C(=O)c2cn(CC(=O)Nc3ccc4c(c3)OCCO4)c3ccc(CC)cc3c2=O)cc1	57
CCS(=O)(=O)c1ccc(C(=O)N2CCNC(=O)C2C)cc1 (stereo not given)	67

(cont.)
RMI FANCM FP	Compound
57	CCc1cc2c(=O)c(-c3ccc(F)cc3)c(C)oc2c(CN2CCCCC2)c1O
60	CC(=O)Nc1c(Cl)cc(Cl)c2cccnc12
59	Cc1cc(NC(=O)C(=O)NCc2cccnc2)c2ccccc2n1
61	COc1ccc(NC(=O)CSC2=NC3(CCCC3)N=C2c2cccc(F)c2)cc1OC
58	Cc1cc(C)n(C(=O)/C=C/c2cccs2)n1
52	O=C1N(CCCOc2ccccc2)c2ccc(Cl)cc2C12OCCCO2
61	O=C(NNC(=O)c1ccc(=O)n(Cc2ccccc2)c1)c1ccc(F)cc1
61	Cc1cc(NC(=O)c2ccc(N(C)C)cc2)n(-c2nc3c(F)cccc3s2)n1
61	O=C(CSc1nccn1-c1ccc(Cl)cc1)Nc1ccc(OC(F)(F)F)cc1
64	CCOCC(=O)NCCn1ncc2c(N3CCCC3)nc(SC)nc21
45	CN(C)/C=N\NC(=O)c1cc(Cl)c(OCc2ccc(F)cc2)c(Cl)c1
65	Cc1onc(-c2ccccc2Cl)c1C(=O)NCC(c1ccc2c(c1)CCN2C)N(C)C (stereo not given)
56	CCCc1nc2cc(Cl)c(Cl)cc2nc1C
63	O=C(CCCl)Nn1cnc2c(cnn2-c2cccc(Cl)c2)c1=O
56	CC1CCN(S(=O)(=O)c2cccc3c2C(=O)c2ccccc2C3=O)CC1
60	COc1coc(C(=O)Nc2nc3c(C)cccc3s2)cc1=O
61	CC(=O)Nc1cccc(NC(=O)Cc2cc(=O)[nH]c(SCc3ccccc3)n2)c1
62	Cc1sc(NC(=O)c2cccc([N+](=O)[O-])c2C(=O)O)nc1-c1ccccc1
67	COc1ccccc1-c1n[nH]c(=S)o1
64&64&55	O=C1c2ccccc2C(=O)C1c1ccccc1
61	COc1ccc(CCNS(=O)(=O)c2cccc3cccnc23)cc1OC
58	N#CC(c1c(Cl)cccc1N1CCCCC1)N1CCCCC1 (stereo not given)
66	Cc1ccc(S(=O)(=O)c2ccc(C(=O)N3CCN(c4ccccc4Cl)CC3)cn2)cc1C
65	COc1coc(C(=O)N2CCN(c3ccccc3F)CC2)cc1=O
54	Clc1ccc(N=Cc2ccc(-c3cccs3)s2)cc1
58	Cc1ccc(C(=O)OCCN2C(=O)c3ccccc3C2=O)cc1
73	COC(=O)c1nc(N)sc1C(=O)c1ccc(F)cc1
79	Cc1ccc2nc(NC(=O)Cc3cn(Cc4ccc(F)cc4)c4ccccc34)sc2c1
63	COC(=O)c1ccccc1NC(=O)CSc1nc(-c2ccccc2)c(-c2ccccc2)o1
69	O=C(CCCSc1ccc(NC(=O)C2CC2)nn1)Nc1ccc2c(c1)OCO2
59	CC(C)c1nn(CC(=O)NCc2ccco2)c(=O)c2c1cnn2-c1ccc(F)cc1
52	COC(=O)c1c(-c2cc(OC)c(OC)c(OC)c2)c2ccnc(OCc3ncccn3)c2c(=O)n1Cc1ccnc(C)c1
63	Cc1ccccc1-c1nc(CSc2nc(-c3ccccc3)cc(=O)[nH]2)c(C)o1
88&98	CN(C)CCCN(C(=O)CSc1ccccc1)c1nc2ccc(Br)cc2s1
68	CC(C)COc1ccc(S(=O)(=O)Nc2ccc3c(c2)CC(=O)N3C)cc1
62	Cc1ccc(NC(=O)NCCn2ncccc2=O)c(C)c1
63	NCCn1ncc2c(=O)n(Cc3ccccc3)cnc21
79	CN(C)CCN(C(=O)c1ccc(S(=O)(=O)N(C)c2ccccc2)cc1)c1nc2cc3c(cc2s1)OCO3
73	Cc1ccc(C)c2sc(NC(=O)c3ccc(-c4ccccc4)cc3)nc12
74	CN(C)c1ccc(C2CC(c3ccc(Cl)cc3)=NN2c2ccc(C(=O)O)cc2)cc1 (stereo not given)
59	COC(=O)CCC(=O)N1CCc2ccccc21
57	Cc1[nH]nc2c1C(c1ccc(-c3cccc([N+](=O)[O-])c3)o1)C(C#N)=C(N)O2 (stereo not given)
65	COc1cccc(CNC(=O)CC2CSc3ncc(C)c(=O)n32)c1 (stereo not given)
58	O=C(CCC1NC(=O)c2ccccc2NC1=O)NCCc1cnc[nH]1 (stereo not given)
64	COc1ccc(OCC(=O)Nc2ccc3c(c2)N(C(=O)C2CCCO2)CC3)cc1 (stereo not given)
48	CCOC(=O)NC(=O)c1ccsc1N
14*	COC(=O)c1ccc2c(c1)C(=O)/C(=C/c1ccccc1F)O2
49	COC(=O)C1C2CC3CC(C2)C(OS(=O)(=O)c2ccc([N+](=O)[O-])cc2)C1C3 (stereo not given)
58	CCN(CC)S(=O)(=O)c1c(C)nn(C(=O)c2ccc3c(c2)OCO3)c1C
56	O=C(CS(=O)(=O)c1ccccc1)Nc1nccs1
54	O=c1[nH]c2ccccc2n1Cc1ccccc1
81	COc1ccc2nc(-c3ccc(NC(=O)c4cccs4)cc3)cn2n1
55	Cc1nnsc1C(=O)NNC(=O)C1CCCCC1
62	O=C(NCc1ccco1)C(=O)NCC1OCCN1S(=O)(=O)c1ccc(F)cc1 (stereo not given)
68	CCN(C(=O)CSc1nc2c(-c3ccc(C)cc3)csc2c(=O)n1C)c1ccccc1
50	COc1ccc(/C=C2\Oc3cc(OCC(N)=O)ccc3C2=O)cc1
75	N#Cc1ccsc1NC(=O)c1ccccc1I
57	CCOc1ccc(C(c2sc3nc(CC)nn3c2O)N2CCN(C(=O)c3ccco3)CC2)cc1 (stereo not given)
73	CCOC(=O)c1c(NC(=O)CSc2cc(C)c3ccccc3n2)sc2c1CCCCC2
53	CCOC(=O)C(=CNc1ccc(F)cc1)C(=O)OCC

(continued)
RMI FANCM FP	Compound
59	COC(=O)C(=O)C=C(O)c1c(F)c(F)c(OC)c(F)c1F
55	O=C(COc1ccc(Cl)cc1Cl)Nc1nnc(SCC(=O)N2CCCc3ccccc32)s1
68	O=C1CC2(CCN(C(=O)c3ccccc3S(=O)(=O)C(F)F)CC2)Oc2ccccc21
62	CC(=O)N1CCN(c2c(C)cnc3c2c(=O)n(CC(=O)N(C(C)C)C(C)C)c(=O)n3C)CC1
34	O=c1/c(=C/c2ccco2)sc2nc(-c3ccncc3)nn12
61	C#CCOC(=O)Nc1ccccc1[N+](=O)[O-]
64&68	S=c1nc[nH]c2nc[nH]c12
54	CCOC(=O)c1cnn(-c2ncc(C(=O)OC)c(C(F)(F)F)n2)c1C(F)(F)F
65	O=C(Nc1ccccc1)Nc1nc(C(=O)NCCc2c[nH]c3ccccc23)cs1
55	Cc1c(CC(=O)Nc2ccc(Cl)cc2)sc2ccccc12
47	CN(CC(N)=O)S(=O)(=O)c1cccc2cnccc12
60	O=Cc1cccc2cccnc12
63	CCNC(=O)N1CCN(Cc2nc(-c3ccc(Cl)cc3)cs2)CC1
76	CC1CN(S(=O)(=O)c2ccc(C(C)(C)C)cc2)CC(C)O1 (stereo not given)
53	NS(=O)(=O)c1ccc(N/N=C2/CSCc3ccccc32)c([N+](=O)[O-])c1
57	CN(C)S(=O)(=O)c1ccc(C(=O)NNC(=O)C2COc3ccccc3O2)cc1 (stereo not given)
63	O=C(CCn1c(=O)oc2ccccc21)Nc1cccc([N+](=O)[O-])c1
55	COc1ccc(OCC(=O)NCC(c2ccc3c(c2)CCCN3C)N2CCN(C)CC2)cc1 (stereo not given)
60	C#CC(C)(C)NS(=O)(=O)c1ccc(Oc2c(Cl)cccc2[N+](=O)[O-])cc1
181	O=C(Cn1cnc2c(sc3ccccc32)c1=O)Nc1ccc(Br)cc1F
54	S=c1[nH]nc(Cc2ccsc2)o1
60	NS(=O)(=O)c1ccc(NC(=O)/C=C/c2ccc(F)cc2)cc1
56	COc1ccc2c(c1)CCCN2C(=O)c1sc2ccccc2c1Cl
65	COC(=O)c1ccc(CSc2nc3c(cnn3-c3cccc(Cl)c3)c(=O)[nH]2)o1
58	O=C(COc1ccc(Cl)cc1)Nc1ccccc1-c1nc2ccccc2s1
59	O=C(c1cnccn1)N1CCN(Cc2nc3ccccc3[nH]2)CC1
61	CCOC(=O)NNC(=O)c1ccc(=O)n(Cc2ccc(Cl)cc2)c1
58	Cc1cn(CCC(=O)NCc2ccc3c(c2)OCO3)c2ccccc12
36	Cc1[nH]c2ccccc2c1C(c1ccc(OC(F)F)cc1)c1c(C)[nH]c2ccccc12
62	CC(C)S(=O)(=O)c1cccc(C(=O)Nc2ccc3c(c2)C(=O)NC3=O)c1
55	CCOC(=O)CNC(=O)CSc1ccc(Cl)cc1
49	Cn1nc(C(F)(F)F)c(-c2ccccc2)c1NS(C)(=O)=O
68	O=C(Nc1ccc2scnc2c1)c1cc2c(ccc3ccccc32)oc1=O
56	COc1cc2ncnc(NC3CCCCC3)c2cc1OC
39	Cc1cc(C)nc(SCc2cc(=O)c(OC(=O)c3cc4ccccc4o3)co2)n1
60	Cc1sc(NC(=O)CN2C(=O)CCC2=O)c(C#N)c1C
61	O=C1CCC(=O)N1CCSSCCN1C(=O)CCC1=O
56	Cc1ccnc(SCc2cc(=O)c(OC(=O)c3ccccc3I)co2)n1
58	O=C(Nc1nnc(SCc2cccc([N+](=O)[O-])c2)s1)c1ccccc1Cl
67	Cc1cc(C(=O)Nc2ccc(S(C)(=O)=O)cc2)nn1C
61	O=C(c1ccc([N+](=O)[O-])cc1)N(Cc1ccco1)C1CCS(=O)(=O)C1 (stereo not given)
80	O=C(CCSc1nnc2scc(-c3ccccc3)n12)Nc1ccc(-c2nc3ccccc3s2)cc1
53	CC(=O)C1C(=O)c2cccc([N+](=O)[O-])c2C1=O (stereo not given)
67	COc1cccc(/C=C(/C#N)c2nc(-c3ccc(C)cc3C)cs2)c1OC
102	CC(=O)Nc1ccc(NC(=O)Cn2cccc(-c3nc(-c4ccccc4)no3)c2=O)cc1
65	CSc1ccc(NC(=O)C(C)C)nn1
63	O=S(=O)(NCCOc1ccc(F)cc1)c1ccc2c(c1)OCCO2
75	CCCN1CCCc2cc(CCNS(=O)(=O)c3cccc(Cl)c3)ccc21
63	O=C(Cn1nc(S(=O)(=O)c2ccccc2)ccc1=O)Nc1ccccc1Cl
60	COc1cc(OC)cc(N2N=NC3C(=O)N(c4ccc5c(c4)CCC5)C(=O)C32)c1 (stereo not given)
55	Cc1ccc(-c2nnc3n(Cc4ccccc4)c4c(=O)[nH]c(=O)n(C)c4n23)cc1
111	Cc1ccc2nc(NC(=O)CSc3ccc(NC(=O)c4cccs4)nn3)sc2c1
66	O=C(CSc1nc2c(oc3ccccc32)c(=O)n1C1CCCC1)NCCc1ccccc1
73	CN(C)c1ccc(NC(=O)Cc2cc(-c3ccc(Cl)cc3)on2)cc1
66	O=C(Nc1ccc(Cl)cc1F)c1cc(S(=O)(=O)NCCc2ccccc2)ccc1F
58	O=C(Nc1nccs1)c1ccc(S(=O)(=O)N2CCCCCC2)cc1
66	O=C(/C=C/c1ccc(-c2cccs2)s1)N1CCSCC1
54	COc1ccc(S(=O)(=O)NCC(c2ccco2)N2CCOCC2)cc1OC (stereo not given)
62	CC(C)(C)n1nc2c(c1NC(=O)c1cc(Cl)ccc1[N+](=O)[O-])CS(=O)(=O)C2

Part of the list above, reformatted.
molecule	RMI FANCM FP
CC(=O)Nc1ccc(NC(=O)Cn2cccc(-c3nc(-c4ccccc4)no3)c2=O)cc1	102
CSc1ccc(NC(=O)C(C)C)nn1	65

The list is partial; rates above refer to the full screens.
